ADAM17 inh – inhibits human ADAM17; P78536; recombinant ADAM17, EDANS/DABCYL FRET peptide cleavage; inhibition, % at 6.95 µM; 0.83% of 370,000 active;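 active means inhibition above the mean of compounds lying between control limits plus 3 SD, set per campaign, cut at about 8.5% in these data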;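 further: 0% = DMSO-only wells as the low control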
Target sequence (P78536 215-824 limits assumed): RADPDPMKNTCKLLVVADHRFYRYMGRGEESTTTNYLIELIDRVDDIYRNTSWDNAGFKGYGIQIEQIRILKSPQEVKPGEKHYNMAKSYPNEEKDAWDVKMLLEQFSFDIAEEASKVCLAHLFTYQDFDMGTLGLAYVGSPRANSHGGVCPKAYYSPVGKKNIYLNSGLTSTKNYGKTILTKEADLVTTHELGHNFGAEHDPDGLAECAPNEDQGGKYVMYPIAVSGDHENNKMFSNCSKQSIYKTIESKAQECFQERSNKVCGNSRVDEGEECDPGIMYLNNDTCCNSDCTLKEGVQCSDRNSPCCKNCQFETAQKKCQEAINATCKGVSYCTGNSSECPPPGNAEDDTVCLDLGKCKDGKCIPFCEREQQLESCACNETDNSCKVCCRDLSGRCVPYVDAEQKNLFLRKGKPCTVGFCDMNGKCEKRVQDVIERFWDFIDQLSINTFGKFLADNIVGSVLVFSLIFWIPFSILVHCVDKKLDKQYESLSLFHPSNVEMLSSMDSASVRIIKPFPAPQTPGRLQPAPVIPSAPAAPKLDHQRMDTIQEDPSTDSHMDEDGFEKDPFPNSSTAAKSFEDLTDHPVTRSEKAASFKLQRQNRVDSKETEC
Tn6 DDE FP – inhibitors of Tn6 peptide binding to human fibrin DD(E). P02675. Fibrin DD(E) TRITC-Tn6 fluorescence polarization displacement. inhibition, % at 8.3 µM. 0.21% of 370,000 active;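 active means inhibition above a per-campaign cutoff: mean of compounds within control limits plus 3 SD, cut at about 15% in these data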;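 further: 0% = median of all compound wells on the plate and 100% = blocking peptide control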
ADAM10 inh – inhibits human ADAM10 | O14672 | recombinant ADAM10, EDANS/DABCYL FRET peptide cleavage, 3 h | inhibition, % at 7 µM | 0.62% of 370,000 active;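 active means inhibition above a per-campaign cutoff equal to the mean of compounds falling between control-based bounds plus 3 SD, cut at about 20% in these data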;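 further: 0% = DMSO wells while the 100% control is not disclosed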
DDE Tn7 FP inh – inhibitors of Tn7 peptide binding to human fibrin DD(E) | FP displacement of FITC-Tn7 peptide from fibrin DD(E); 0% = median of compound wells per plate | inhibition, % at 8.3 µM | 0.13% of 370,000 active | AID 720508;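 active means inhibition above the mean of compounds falling within the control limits plus 3 SD of them, cut at about 14% in these data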;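 further: 0% = plate median of compound wells and 100% = 10 µM Aha-Tn7 peptide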
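Measure: % inhibition scaled between sample-field median and high-control FP; Test system: human fibrin DD(E); Quantity: 2 µM final DD(E) protein; Doses: one dose, 8.3 µM nominal; Schedule: compound with protein 10 min, then 3 h after probe, room temperature; Detection: fluorescence polarization; Medium: Tris buffer with calcium and detergent, pH 7.8.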
ASAP1 GAP inh – ASAP1 ArfGAP inhibition; Q9ULH1; inhibition, % at 16.5 µM; 0.19% of 360,000 active; ASAP1-stimulated ARF1 GTP hydrolysis, GDP FP detection; AID 624377; in the data active means inhibition above about 25%;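 further: 0% = vehicle with enzyme and substrate and 100% = no enzyme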
PLCg1 inh – inhibitors of human phospholipase C gamma1. P19174. purified PLC-gamma1, fluorogenic substrate, fluorescence. inhibition, % at 12.2 µM. 0.84% of 370,000 active. AID 720700; in the data active means inhibition above about 9.5%
TDP2 absorb – TDP2 (human) inhibition, absorbance primary screen | O95551 | recombinant TDP2, T5PNP hydrolysis, p-nitrophenol absorbance 415 nm | inhibition, % at 12.8 µM | 0.34% of 370,000 active | AID 720702;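 active means inhibition above the mean of all tested compounds plus 3 SD, set per campaign, cut at about 25% in these data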;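 further: 0% = DMSO with enzyme and 100% = buffer with substrate but no TDP2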
Target sequence (O95551 whole entry, looked up): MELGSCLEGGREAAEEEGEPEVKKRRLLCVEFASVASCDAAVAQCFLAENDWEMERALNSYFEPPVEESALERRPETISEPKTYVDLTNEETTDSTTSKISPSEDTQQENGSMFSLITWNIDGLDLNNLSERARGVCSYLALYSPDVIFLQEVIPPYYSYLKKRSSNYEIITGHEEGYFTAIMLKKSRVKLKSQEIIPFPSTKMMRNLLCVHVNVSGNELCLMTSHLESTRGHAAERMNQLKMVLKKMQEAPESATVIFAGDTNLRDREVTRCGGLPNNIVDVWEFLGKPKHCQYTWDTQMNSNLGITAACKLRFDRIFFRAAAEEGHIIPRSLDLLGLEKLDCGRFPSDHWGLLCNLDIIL
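System – recombinant human TDP2 · Amount – 120 nM TDP2 per well · Buffer or medium – Mg2+-containing Tris-HCl buffer, pH 7.5 · Reagent – T5PNP substrate, 5 mM · Dosing – 12.8 µM single point, 1% DMSO · Incubation – 2 h at 37 °C · Measured by – epi absorbance · Read-out basis – percent inhibition · Benchmarks – high control without enzyme, low control DMSO plus TDP2 · Repeats – singlicate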
PLCb3 inh – inhibitors of human phospholipase C beta3 | Q01970 | Purified PLC-beta3, fluorogenic substrate, fluorescence | inhibition, % at 12.2 µM | 0.18% of 370,000 active; in the data active means inhibition above about 11%;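 further: 0% = median of compound wells on plate and 100% = full blocker control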
SIAE primary – human SIAE inhibition, primary screen. Q9HAT2. SIAE FP-Rh probe binding, fluorescence polarization. inhibition, % at 9.66 µM. 0.69% of 370,000 active. AID 1053197;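 active means inhibition above a cutoff: mean of compounds within the control limits plus 3 SD of those, cut at about 17% in these data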;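 further: 0% = plate median of compound wells and 100% = probe without SIAE protein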
ARFGAP1 inhibitor – inhibits rat ARF GTPase activating protein 1; Arfgap1-stimulated ARF1 GTP hydrolysis, GDP FP detection; AID 651572; Q62848; 0.26% of 360,000 active; inhibition, % at 16.5 µM;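 active means inhibition above a per-plate limit, mean inhibition of low control wells plus 3 SD, cut at about 25% in these data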;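 further: 0% = DMSO wells with enzyme and 100% = wells lacking Arfgap1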
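System: truncated rat Arfgap1 GAP domain / Medium: HEPES-based buffer, pH 7.5 / Also added: N-terminally truncated human ARF1-GTP substrate / Incubation: enzyme reaction 120 min at 25 °C after 20 min preincubation / Measured by: FP of antibody-bound GDP Alexa 633 tracer, ex 620/em 688 nm / Replicates: singlicate, each compound tested once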
Numbers without * were called inactive; i = inactive; x = not tested or not shown.

ADAM17 inh	Tn6 DDE FP	ADAM10 inh	DDE Tn7 FP inh	ASAP1 GAP inh	SMILES	PLCg1 inh	TDP2 absorb	PLCb3 inh	SIAE primary	ARFGAP1 inhibitor
-5.8	-0.8	8.0	-1.0	0.9	O=C(NCc1ccc(Cl)cc1)N1CCN(Cc2ccccc2)CC1	-3.4	-0.8	-1.1	-0.8	-5.1
-0.5	-1.1	3.3	0.5	-3.1	O=C(NCCN1CCN(c2ccccc2)CC1)Nc1ccc(Cl)cc1	6.7	-8.5	3.5	-0.3	0.8
0.2	4.5	2.4	-3.7	-9.2	O=C(Nc1ccccc1N1CCCCC1)c1cccc(F)c1	2.4	0.8	-0.1	-4.4	-2.7
-0.8	2.3	6.6	-3.8	0.6	Cc1cc(N2CCOCC2)nc(NCc2ccccc2)n1	4.1	-3.5	1.1	-1.0	9.2
-1.9	-3.7	-4.2	7.7	3.3	CCc1ccc(NC(=O)C2CCCN2C(=O)NC2CCCCC2)cc1 (stereo not given)	0.5	-3.5	-3.3	-0.3	-3.8
-1.8	-5.5	-1.8	3.3	x	O=S(=O)(c1ccc(F)cc1)N1CCC(c2nc3ccccc3o2)CC1	0.8	2.1	1.1	4.3	x
0.6	0.1	3.3	3.3	-8.2	Cc1ccc(C=Nc2cc([N+](=O)[O-])ccc2C)s1	0.4	7.6	-1.2	-2.1	12.2
2.3	-1.1	3.8	3.7	x	CCn1c(SCC(=O)Nc2cccc3ccccc23)nnc1-c1cccs1	2.4	1.3	-8.1	-4.8	x
-3.3	-8.1	-4.2	-2.0	-7.8	COc1ccccc1N1CCN(/N=C/c2cccc(OC)c2O)CC1	0.2	4.2	-0.7	2.0	-0.9
-0.8	-6.5	15.6	2.0	-0.8	COc1ccc(OC)c(C2=NS(=O)(=O)N(C)C(C(=O)NCc3ccco3)=C2)c1	-0.8	-5.8	-7.3	-1.3	-6.9
3.1	4.5	9.2	-3.0	12.6	Cn1c(=O)c2c(ncn2CC(=O)Nc2nc3ccc(F)cc3s2)n(C)c1=O	4.0	-0.1	1.8	-5.0	2.6
-110.4	7.5	-327.1	-2.6	4.1	COc1ccc2oc(C(=O)OCC(=O)N(C)C3CCS(=O)(=O)C3)c(C)c2c1 (stereo not given)	-149.8	18.5	-150.9	4.7	-3.4
-4.3	-6.0	-6.8	1.3	-7.5	Cc1cc2cc(CCNC(=O)c3ccc(C)c([N+](=O)[O-])c3)c(=O)[nH]c2cc1C	-2.1	8.9	-3.3	1.0	4.8
-3.8	-1.4	0.3	-1.6	-4.1	COCCN(CC1CCCN(C2Cc3ccccc3C2)C1)C(=O)CCSC (stereo not given)	-1.2	13.8	-5.3	0.2	-6.0
-1.6	0.8	0.2	-0.3	-0.6	CC(C)[C@H](NC(=O)c1ccccc1)C(=O)OCC(=O)N1CC2(C)CC1CC(C)(C)C2 (stereo not given in full)	1.2	-4.8	-1.2	4.6	21.7
1.8	-6.1	3.2	-1.3	1.8	COc1cccc(C(=O)C2CCCN(C(=O)c3ccc(C#CC(C)(C)O)cc3)C2)c1 (stereo not given)	1.2	6.8	2.0	3.6	-10.9
-6.4	-2.9	-25.2	-0.1	-7.1	O=C(N/N=C/c1cnc(N2CCOCC2)s1)c1ccccc1	-53.9	-5.6	-70.7	2.9	-4.3
8.3	-2.2	20.5*	-3.3	8.4	O=C(NC(=S)NCc1ccccc1)c1cccc(Cl)c1	4.6	-14.7	4.4	-1.5	12.4
-4.8	-7.0	-14.7	-1.6	-2.4	Cc1ccc(C2C(C#N)=C(N)Oc3cc(C)oc(=O)c32)o1 (stereo not given)	-16.7	-12.4	-34.9	0.6	-9.1
0.1	-1.9	-7.7	-4.6	0.8	Cc1ccc(Nc2nc(-c3ccncc3)cs2)cc1	-1.6	-5.4	-2.3	7.2	8.2
1.6	-0.3	-4.5	-3.0	0.3	COc1ccc(/C=C2/CCCc3ccccc3C2=O)cc1	0.6	6.8	-3.2	-3.8	-3.3
-6.3	-1.9	-8.0	0.0	-0.6	CC1CCC(C(C)C)C(OC(=O)Cn2nnc3c(cnn3-c3ccccc3)c2=O)C1 (stereo not given)	-2.9	5.8	-8.3	-5.7	4.7
5.9	2.8	3.0	-2.0	-12.7	COc1ccc(NC(=S)NC(=O)/C=C/c2ccc(F)cc2)cc1	2.8	0.2	-0.2	1.6	-14.9
-5.6	2.1	1.3	-0.4	-7.8	COc1ccc(C2SC[C@@H](C(=O)O)N2C(C)=O)cc1 (stereo not given in full)	0.5	-1.1	-0.3	-0.4	-0.5
-3.3	4.7	4.4	7.0	-3.2	CN1CCC(=O)N(CCOc2ccccc2)CC1	1.4	0.3	1.5	-2.4	-11.0
-4.0	-3.7	-5.9	-5.4	17.9	N#Cc1ccc(-c2ccc(F)cc2)nc1SCC(=O)Nc1sc2c(c1C#N)CCC2	-68.3	-7.7	-80.6	-5.5	2.0
-0.6	1.2	-3.8	-2.3	5.2	CC(C)(C)c1ccc(C2(C)NC(=O)N(CC(=O)NC3CCS(=O)(=O)C3)C2=O)cc1 (stereo not given)	-11.8	11.9	-4.6	-9.9	18.4
-2.6	3.1	10.6	-2.9	3.0	CCOCCCNC(=O)C(NC(=O)c1ccc2c(c1)OCO2)c1ccccc1 (stereo not given)	1.2	-2.8	-0.4	0.7	-2.2
2.6	-3.4	-9.7	3.9	-3.5	CCOc1ccc(C(=O)CCC(=O)NC2=NCCS2)cc1	-9.4	1.2	-16.0	-1.5	-5.0
-2.4	8.0	0.7	-3.2	6.8	Cc1ccc(C(=O)NCCOc2ccc(Cl)cc2)cc1	4.7	-4.6	-0.3	-3.1	-8.7
-31.9	-1.4	-122.7	-5.7	0.1	Cc1cc(OCC(=O)Nc2ccc(CCO)cc2)c2c(C)c(C)c(=O)oc2c1	-40.7	18.7	-68.0	-1.6	-3.3
-1.9	1.0	-7.8	-2.3	-9.1	O=C(NCCN1CCOCC1)c1ccc2c(c1)N(Cc1ccccc1F)C(=O)c1ccccc1S2(=O)=O	0.6	-13.3	-6.0	2.7	8.8
-0.9	-8.1	-11.1	-3.5	-10.9	COc1ccc(NC(=O)CC23CC4CC(CC(Br)(C4)C2)C3)c(OC)c1	2.8	7.2	1.0	1.3	13.1
-1.3	-3.7	1.0	-1.1	-0.5	CCS(=O)(=O)N1CCC(C(=O)Nc2cccc(F)c2)CC1	-1.3	9.8	-4.2	-2.6	1.2
-0.5	-3.0	0.1	-7.9	-13.0	NC(N)=NS(=O)(=O)c1ccc(N=C2C(=O)Nc3ccccc32)cc1	4.1	20.3	-6.3	-1.8	-10.5
-0.3	0.7	5.6	1.0	-8.2	NS(=O)(=O)c1ccc(CCNC(=O)c2nc(CS(=O)(=O)c3ccc(Cl)cc3)no2)cc1	-1.8	-7.7	-7.8	4.1	13.2
-0.4	4.3	-2.6	-5.2	0.0	CN1CCN(C(=S)Nc2ccc(S(N)(=O)=O)cc2)CC1	-1.8	6.3	1.1	7.5	2.3
-2.7	-0.6	2.2	-2.6	-4.9	COc1ccc(Nc2c3c(c(C#N)c4nc5ccccc5n24)CCC3)cc1	-3.2	9.6	-1.6	2.2	2.4
-178.2	-11.8	i	3.7	2.6	C=CCNc1nc(N)c(C(=C(C#N)C#N)c2ccc(Br)cc2)s1	-194.7	-0.3	-236.2	-11.0	-7.4
4.8	-5.3	2.4	1.2	15.8	O=[N+]([O-])c1cccc(CON=Cc2cc(Cl)ccc2O)c1	1.6	2.9	1.2	-3.0	-2.9
-51.7	-2.6	-221.1	-6.0	6.6	O=C(CCc1ccc(O)c(O)c1)N/N=C/c1cc2c(cc1[N+](=O)[O-])OCO2	-91.6	-1.4	-127.5	12.4	13.1
-2.0	-3.0	4.2	-1.2	5.7	CCOc1ccc(CNC(=O)CS(=O)(=O)Cc2nc(-c3ccc(OC)cc3)oc2C)cc1	0.6	-1.8	-0.1	1.6	-7.0
-4.7	9.1	2.1	3.6	20.1	COc1ccc(C(=O)c2ccccc2)cc1Br	-2.6	0.8	-1.2	5.0	-5.2
-1.9	2.5	-6.8	7.0	x	CN(CCO)c1cccc2c1S(=O)(=O)N(Cc1cn(Cc3ccc(C(F)(F)F)cc3)nn1)Cc1ccccc1O2	-12.9	-7.2	-16.0	-1.9	x
-39.2	0.0	-110.8	-2.1	4.8	COc1ccc(O)c(/C=N/NC(=O)CCC(=O)Nc2cccc(C)c2)c1	-269.4	-13.1	-372.4	2.2	7.2
-5.4	-1.5	-0.1	1.2	2.7	O=C(Nc1cccc([N+](=O)[O-])c1)c1ccccc1	0.5	11.7	-20.1	-0.9	7.5
1.0	-2.1	2.4	-1.9	3.2	Cc1csc(Nc2nc(N)c(C(=O)Nc3cc(Cl)ccc3F)o2)n1	3.7	-6.0	-1.9	1.6	2.6
-3.3	0.0	2.6	7.4	1.5	O=C(NCc1ccco1)c1cc(=O)c2ccccc2o1	-1.4	11.2	-1.6	6.9	-3.8
-3.0	-1.9	-6.1	-3.9	1.1	NS(=O)(=O)c1ccc(NC(=S)N2CCN(c3ccccc3)CC2)cc1	-1.0	12.0	1.4	5.6	-4.9
-4.7	-0.4	-6.8	-5.0	1.9	COc1ccc(CNC2CCCc3ccccc32)cc1OC (stereo not given)	2.0	12.9	4.3	3.4	-9.7
-49.4	-2.9	-171.7	-0.3	-9.3	O=C(O)CCc1nn2c3ccccc3n(CC(=O)c3cccs3)c2nc1=O	-126.7	0.5	-171.0	-1.7	2.9
-2.9	5.8	-4.4	1.7	-8.3	Cc1[nH]c2ccccc2c1C(=O)C(=O)NCCc1ccc(S(N)(=O)=O)cc1	5.2	-2.8	1.2	-3.0	8.3
-5.3	-4.4	-26.7	0.1	-1.7	CCCCn1c(N)c(N(CC(C)C)C(=O)c2cc(C)nc3ccccc23)c(=O)[nH]c1=O	3.9	-1.6	-2.5	6.5	19.6
1.7	9.5	-1.2	-0.3	20.3	O=C1N=C(N2CCOCC2)S/C1=C\c1cccs1	1.9	6.1	0.0	-8.6	-7.8
